# MsrA inhibitor = bovine MsrA inhibition; purified bovine MsrA, absorbance read-out; inhibition, % at 15.5 µM; hit rate 0.75% among 360,000; in the data active = inhibition above about 4.5%;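 note: 0% = vehicle wells with enzyme and 100% = reference inhibitor wells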
# MLLE-PAM2 inh = blocks PAM2 peptide binding to the PABP1 MLLE domain; P11940; GST-MLLE / FITC-PAM2 fluorescence polarization; inhibition, % at 20 µM; hit rate 0.36% among 360,000; AID 588489; in the data active = inhibition above about 35%, passing the limit was not always enough;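 note: plate controls were DMSO wells with GST-MLLE for no effect and wells lacking GST-MLLE protein for full effect; some results filed as inactive read as strong as hits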
# MT1-MMP act inh = blocks activation of human MT1-MMP | P50281 | HT1080 RFP-PRO-GFP cells, GFP/RFP ratio fluorescence, overnight; percent of plate control window, DMSO zero | GFP/RFP ratio change, % at 20 µM | hit rate 0.061% among 360,000;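 active = GFP/RFP ratio change of at least 30% with cell ATP level not reduced by more than half and red fluorescence within 50% of control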; note: strong numbers were not always called active
#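 Test system: HT1080 RFP-PRO-GFP cells; Benchmarks: DMSO and RFP-L50D-GFP cell wells; Timing: cells overnight before dosing, compound overnight, 37 °C, 5% CO2; Compound: one 20 µM compound dose with 1% DMSO; Read-out: GFP/RFP fluorescence ratio.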
# Rpn11 block = Rpn11 (human) deubiquitinase inhibition. O00487. human 26S proteasome, Ub4-pepOG fluorescence polarization; 20S core pre-blocked with epoxomicin. calls only at 20 µM. hit rate 0.59% among 360,000;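 active = inhibition at 20 µM, scaled to each plate's controls, above about 33%, limit read from the data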
# Target sequence (O00487 whole entry, looked up): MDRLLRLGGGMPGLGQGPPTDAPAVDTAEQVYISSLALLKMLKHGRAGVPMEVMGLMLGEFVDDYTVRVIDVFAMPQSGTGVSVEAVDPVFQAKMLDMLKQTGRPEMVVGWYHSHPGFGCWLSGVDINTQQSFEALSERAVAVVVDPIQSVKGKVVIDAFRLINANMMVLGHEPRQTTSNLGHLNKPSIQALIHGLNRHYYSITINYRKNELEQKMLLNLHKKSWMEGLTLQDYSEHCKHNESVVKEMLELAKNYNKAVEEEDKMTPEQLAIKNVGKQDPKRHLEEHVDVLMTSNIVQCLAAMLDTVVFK
# CSN deneddyl inh = CSN deneddylation inhibition | Q92905 | Purified CSN, SCF-Nedd8-OG deneddylation, fluorescence polarization | inhibition, % at 12.5 µM | hit rate 0.38% among 360,000 | AID 651999;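 active = pattern-corrected inhibition above about 35%, with an unprinted fluorescence ratio check between 0.5 and 1.5, limit read from the data, passing the limit was not always enough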;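 note: 0% = enzyme with substrate and 100% = substrate without enzyme; some results filed as inactive read as strong as hits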
#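 Material: purified human Csn5 enzyme expressed in HEK293T cells / Medium: Tris buffer pH 7.5, NaCl, DTT, Tween-20, trehalose, ovalbumin / Compound dosing: 12.5 µM single point / Schedule: 90 min incubation of compound, enzyme and substrate at room temperature / Signal: fluorescence polarization of the substrate / Control set: no-enzyme wells high, enzyme-with-substrate wells low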
# FAS TE block = inhibitors of human fatty acid synthase thioesterase domain; P49327; recombinant FAS-TE, OMFH fluorogenic substrate, fluorescence endpoint; inhibition, % at 15 µM; hit rate 0.67% among 360,000; AID 602261;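 active = compounds whose normalised, plate-corrected inhibition of enzyme fluorescence in the single-dose primary screen is 50% or more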;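 note: 0% = DMSO with enzyme and 100% = substrate without enzyme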
# Rin1-Abl PPI inh = inhibitors of human Rin1-Abl protein interaction; P00519+Q13671; TR-FRET Rin1/Abl binding, biochemical; inhibition, % at 7.35 µM; hit rate 0.4% among 360,000; AID 588664; in the data active = inhibition above about 5%, passing the limit was not always enough
# eLon inh = inhibitors of E. coli Lon protease; hit rate 0.42% among 360,000; purified E. coli Lon protease, fluorescence polarization; P0A9M0; inhibition, % at 7.94 µM; in the data active = inhibition above about 13%, passing the limit was not always enough;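 note: 0% = enzyme with probe and DMSO and 100% = no enzyme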
# Target sequence (P0A9M0 whole entry, looked up): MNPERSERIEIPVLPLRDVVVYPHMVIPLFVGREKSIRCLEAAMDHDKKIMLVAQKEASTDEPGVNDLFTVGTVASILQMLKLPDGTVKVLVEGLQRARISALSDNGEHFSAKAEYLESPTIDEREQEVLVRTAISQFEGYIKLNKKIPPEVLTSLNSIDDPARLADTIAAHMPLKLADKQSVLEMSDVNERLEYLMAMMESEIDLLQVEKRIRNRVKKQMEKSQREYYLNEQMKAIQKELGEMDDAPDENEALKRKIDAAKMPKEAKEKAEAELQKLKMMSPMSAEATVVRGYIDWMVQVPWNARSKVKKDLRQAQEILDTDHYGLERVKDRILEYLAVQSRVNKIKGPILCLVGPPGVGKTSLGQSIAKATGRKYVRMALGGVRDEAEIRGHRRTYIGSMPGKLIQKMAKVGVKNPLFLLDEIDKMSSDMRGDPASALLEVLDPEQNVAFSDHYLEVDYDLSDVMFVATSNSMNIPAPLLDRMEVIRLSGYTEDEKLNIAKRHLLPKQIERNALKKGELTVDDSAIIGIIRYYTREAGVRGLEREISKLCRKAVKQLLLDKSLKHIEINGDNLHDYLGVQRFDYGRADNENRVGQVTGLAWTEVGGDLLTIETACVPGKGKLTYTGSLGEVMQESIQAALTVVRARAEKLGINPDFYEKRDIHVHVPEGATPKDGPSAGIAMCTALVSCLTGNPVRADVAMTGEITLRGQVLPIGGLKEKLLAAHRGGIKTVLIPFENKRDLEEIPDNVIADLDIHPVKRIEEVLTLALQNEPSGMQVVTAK
# bovine MsrA act = activates bovine MsrA enzyme; hit rate 0.3% among 360,000; AID 602163; purified bovine MsrA, absorbance read-out; activation, % at 10.6 µM; in the data active = activation above about 7.5%;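 note: 0% = vehicle and 100% = reference activator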
# An asterisk follows results filed as active; i = inactive; · = not tested or not shown; + = active, no number. Random draw from the library; overall some 3.7% were active at least once.
SMILES,MsrA inhibitor,MLLE-PAM2 inh,MT1-MMP act inh,Rpn11 block,CSN deneddyl inh,FAS TE block,Rin1-Abl PPI inh,eLon inh,bovine MsrA act
CCOC(=O)c1c(NC(=O)CN2C(=O)NC3(CCCCC3C)C2=O)sc(C)c1C (configuration not stated),-0.5,11,-1,i,-1,8,1,-2,0
O=C(OCC(=O)N1CCOCC1)c1c(Cl)ccc(Cl)c1Cl,2.1,-14,3,i,0,-3,0,-5,-4
COCCCNC(=O)Cn1ccc(N)nc1=O,-0.9,-17,3,i,-1,-1,-2,0,-1
Cc1c(Cl)cccc1NC(=O)Nc1ccc(C(=O)N2CCCC2)cc1,-0.1,1,-1,i,-3,-11,4,-4,-8
O=C(CSc1nnnn1Cc1ccccc1)Nc1ccc2c(c1)OCCO2,1.4,13,4,i,1,-5,-2,-2,-12
Cc1cccn2c(=O)c(/C=C3\SC(=S)NC3=O)c(NCCCN3CCOCC3)nc12,-0.1,-120,-54,·,85*,-16,-8,-90,-6
CC(=O)N1NC(=Nc2ccccc2)SC1(C)C,0.9,3,-10,i,2,-3,0,-3,-3
O=C(OCC(=O)N1CCN(c2ccccc2)CC1)c1ccccc1NCCO,0.9,3,-1,i,7,-1,0,-1,-1
CN(c1ccccc1)S(=O)(=O)c1cc(C(=O)Nc2nc3ccccc3[nH]2)ccc1Cl,1.4,7,-6,i,2,11,1,1,-4
O=C(Nc1ccc2c(c1)OCCO2)c1ccc(CN2CCOCC2)cc1,-1.4,3,1,i,0,-9,1,0,-1
CCC1CCCCN1S(=O)(=O)Cc1ccccc1Cl (configuration not stated),1.1,-7,-2,i,-21,4,1,-9,-4
COc1cccc(NC(=O)N(C)C[C@@H]2Oc3ncc(Br)cc3C(=O)N([C@@H](C)CO)C[C@H]2C)c1,-1.0,-2,-2,i,4,-1,2,-4,0

# Overlap with the part before: 2 compounds, followed by the next part.
SMILES,MsrA inhibitor,MLLE-PAM2 inh,MT1-MMP act inh,Rpn11 block,CSN deneddyl inh,FAS TE block,Rin1-Abl PPI inh,eLon inh,bovine MsrA act
CCC1CCCCN1S(=O)(=O)Cc1ccccc1Cl (configuration not stated),1.1,-7,-2,i,-21,4,1,-9,-4
COc1cccc(NC(=O)N(C)C[C@@H]2Oc3ncc(Br)cc3C(=O)N([C@@H](C)CO)C[C@H]2C)c1,-1.0,-2,-2,i,4,-1,2,-4,0
Cn1ncc([N+](=O)[O-])c1C(=O)Nc1ccc(-c2nc3ccccc3[nH]2)cc1,3.5,-12,15,i,-6,-5,-5,10,-3
O=C(c1cc2c(ccc3ccccc32)oc1=O)N1CCN(CCO)CC1,1.5,-14,3,i,2,-7,0,4,-1
CC(=O)Nc1ccc(C(=O)Nc2ccc(S(=O)(=O)N3CCOCC3)cc2)cc1,-0.1,9,-2,i,-1,-3,4,-10,-1
Cc1ccc(O)c(Nc2c3ccccc3nc3ccccc23)c1,0.1,-1,-2,i,0,-15,-1,-2,-8
O=C(NCCCN1CCOCC1)c1ccc(CSCc2cccc(Cl)c2)o1,1.5,-1,5,i,1,-4,-2,-5,-6
O=C(OCc1nnc(-c2ccccc2)o1)c1ccc([N+](=O)[O-])s1,9.3*,-13,6,i,22,7,-3,-4,18*
COc1cccc(CN(C)C(=O)CNC(=O)c2ccc3c(c2)OCO3)c1OC,-0.1,2,1,i,3,-2,3,4,-2
COc1cccc(NC(=O)C(C)Sc2nnc(C3CC3)n2C2CC2)c1 (configuration not stated),0.6,-8,-5,i,-4,-12,-1,-4,-3
CCCOc1ccc(C(CC(=O)O)NC(=O)C23CC4CC(CC(C4)C2)C3)cc1 (configuration not stated),0.1,7,2,i,1,-4,0,-5,0
Cc1ccccc1Cn1c2ccccc2c2cnn(CC(=O)NCCCN3CCN(C)CC3)c(=O)c21,0.6,-2,-1,i,1,-6,5,-10,-1
CN(CC(=O)Nc1ccccc1Cl)C(=O)COC(=O)c1cc(S(=O)(=O)N(C)C)ccc1N1CCCC1,1.6,9,4,i,5,4,-1,0,-9
COC(=O)CNC(=O)CN1c2cccc3cccc(c23)S1(=O)=O,0.5,-7,4,i,-4,-3,-2,-7,-2
CCN(CC(=O)Nc1ccccc1C(=O)NC1CC1)Cc1cccs1,1.1,0,-13,i,-3,-4,3,-1,-2
O=C(N/N=C/c1ccc(O)c(Br)c1)c1cc2c(ccc3ccccc32)o1,-0.1,3,2,i,5,1,-2,5,-8
O=C(CCN1CCN(c2ccccc2)CC1)NNC(=O)c1ccccc1,-0.8,16,2,i,-2,-10,-3,2,-2
O=C1/C(=C/N(C(=O)c2ccco2)c2ccc(Br)cc2)Sc2ccccc21,·,-47,4,+,21,-18,-3,-58,-4
Cn1nnnc1SCCNCc1ccccc1OCc1ccccc1,0.7,15,3,i,-2,-6,6,-3,-3
Cc1nonc1OCCNCc1c(C(=O)N(C)C)nc2ccc(Cl)cn12,1.0,-1,-2,i,-6,0,-2,3,-5
O=C(O)CNC1=NCCCCC1,-1.1,-3,2,i,1,-9,6,-9,-5
CCOc1cccc(NC(=O)C2CC(=O)NC(=Nc3ccccc3)S2)c1 (configuration not stated),1.2,-4,11,i,1,0,0,0,-4
COC(=O)C(=C/C(C)=C/c1cccnc1)C(=O)OC,2.6,2,-10,i,0,-7,1,-6,-4
COC(=O)c1ccc(CNC(=O)Cn2cnc3c(SC)nc(N)nc32)cc1,-0.7,6,1,i,-5,-2,-2,-2,-6
COc1ccc(NC(=O)O/N=C2/CCCc3ccc(OC)cc32)cc1,-0.7,4,-7,i,-1,17,-2,2,-2
CC(OC(=O)C1=COCCO1)C(=O)Nc1ccccc1C#N (configuration not stated),0.0,-10,-1,i,6,-8,-5,0,-2

# Marked active in Rpn11 block (from the list above):
compound | MsrA inhibitor | MLLE-PAM2 inh | MT1-MMP act inh | Rpn11 block | CSN deneddyl inh | Rin1-Abl PPI inh | eLon inh | bovine MsrA act
O=C1/C(=C/N(C(=O)c2ccco2)c2ccc(Br)cc2)Sc2ccccc21 | · | -47 | 4 | + | 21 | -3 | -58 | -4

# (further entries)
SMILES,MsrA inhibitor,MLLE-PAM2 inh,MT1-MMP act inh,Rpn11 block,CSN deneddyl inh,FAS TE block,Rin1-Abl PPI inh,eLon inh,bovine MsrA act
O=C1CCCC(O)=C1N=Nc1c(Cl)cc(C(F)(F)F)cc1Cl,2.9,8,59,i,3,0,5,1,-8
Cc1c(NS(=O)(=O)c2ccc(N(C)C3CCCCC3)c([N+](=O)[O-])c2)c(=O)n(-c2ccccc2)n1C,0.0,8,-1,i,-4,6,-4,-2,-2
Cc1cc(OCC(=O)OCC(=O)NCCN2C(=O)CSC2=O)ccc1Cl,0.4,-9,-4,i,-7,-4,2,0,0
Cc1ccc2[nH]c3c(Cl)ncnc3c2c1,-0.4,4,-1,i,-2,1,-1,14,-3
Cc1cc(Cl)ccc1OCC(=O)N(Cc1ccco1)c1c(N)n(Cc2ccccc2)c(=O)[nH]c1=O,0.4,3,-4,i,0,0,6,-4,-7
O=C(O)CC(c1ccc(F)cc1F)N1Cc2ccccc2C1=O (configuration not stated),·,5,-2,i,2,-6,0,-1,-1
CC1CCN(S(=O)(=O)c2ccc(NC(=O)CCN3C(=O)C4CC=CCC4C3=O)cc2)CC1 (configuration not stated),-0.9,-27,4,i,1,-5,3,7,-5
CC(Oc1ccc(F)cc1)C(=O)Nc1cc(S(=O)(=O)N2CCOCC2)ccc1N1CCN(C)CC1 (configuration not stated),0.7,-97,-3,i,1,-3,4,-14,-2
COCCCN1C(=O)C(CC(=O)NCc2ccco2)CC(C(=O)N2CCOCC2)=C1C (configuration not stated),0.6,-1,2,i,0,-6,1,-4,-8
CCOc1cc(/C=N/NC(=O)C2CCCC2)ccc1OC(C)C,0.8,-18,-1,i,0,-3,0,-6,-2
Cc1ccc(NC(=O)CCC(=O)N/N=C/c2ccccc2O)cc1,3.0,-14,-3,i,1,4,-5,-10,-2
COc1ccc(-c2oc3cccnc3c2/C=C/c2ccc(OC)c(OC)c2)cc1,1.9,-12,0,i,0,23,1,-8,-3
Cc1nn(-c2ccccc2)c(N)c1N=O,-0.7,-5,2,i,0,-3,-6,9,-1
O=C(NCCO)NC(=S)c1ccccc1,2.0,30,1,i,-5,-8,-1,4,-1
O=C(CCCc1ccccc1)NCc1ccccc1Cl,0.3,-7,-1,i,2,10,0,-9,-4
O=C1/C(=C/c2ccccc2)CN(C(=O)CCN2CCOCC2)C/C1=C\c1ccccc1,4.1,-13,-2,i,11,-9,7,-5,-17
CCOc1cc(N2CCOCC2)c(OCC)cc1NC(=O)c1ccc(-n2ccnc2)c([N+](=O)[O-])c1,-0.4,5,-1,i,-4,-8,-1,6,-1
CCC1c2ccc(C)n2CCN1C(=O)Nc1ccccc1C(=O)OC (configuration not stated),0.5,24,-17,i,-5,4,0,23*,-3
CC(C)(Cc1ccc(O)cc1)NC(=O)SCc1ccccc1,0.2,9,-1,i,-4,15,-2,3,-1
CN(C(=O)c1ccno1)c1nnc(-c2ccccn2)s1,2.4,11,2,i,-2,-6,-1,-6,-17
Cc1ccc(S(=O)(=O)c2cc3c(=O)n4cccc(C)c4nc3n(Cc3ccncc3)c2=N)cc1,·,3,-7,i,8,23,4,-6,5
CCC(C(=O)NCCCN1CCCC1=O)n1c2ccccc2c2nc(=O)cc(C)n21 (configuration not stated),0.0,-7,6,i,0,-9,-1,1,-2
O=C(CSc1nc2ccccc2s1)Nc1cc(C(=O)O)cc(C(=O)O)c1,0.9,38,3,i,-1,-10,-2,1,-3
Cc1nnc(SCC(=O)N2CCOCC2)[nH]c1=O,-0.1,12,6,i,-2,-9,-3,-5,-2
O=C(Nc1ccc(N2CCOCC2)cc1)c1cc(-c2ccncc2)nc2ccccc12,0.1,-4,1,i,0,-7,-5,4,-4
O=C(O)c1cc(O)ccc1NC(=O)C(c1ccccc1)c1ccccc1,0.2,4,0,i,2,-6,2,-12,-1
CCn1c(SCc2nc3ccccc3[nH]2)nnc1-c1ccncc1,-0.1,-29,-10,i,5,-10,1,-14,-8
C[C@H]1CN([C@@H](C)CO)C(=O)c2cc(Br)cnc2O[C@@H]1CN(C)S(=O)(=O)c1ccccc1,-0.9,1,4,i,-3,-12,0,-2,-8
Cn1c(SCC(=O)N2CCN(c3ccccc3)CC2)nnc1-c1ccco1,-0.4,3,0,i,2,-5,-1,5,-1
CCOc1ccc(OCc2ccc(C(=O)N3CCCC3)o2)cc1,-0.5,4,-5,i,0,-2,-1,-4,-1
CC1(C(=O)NCc2ccccc2Br)CCN1Cc1ccc(-c2ccccn2)cc1 (configuration not stated),0.9,-6,4,i,-3,8,-6,-5,0
CN(C)/C=N/c1sc2c(c1C#N)CC(C)(C)NC2(C)C,3.4,7,-3,i,-2,-8,0,-7,-11
OCC1(Cc2ccccc2)CCCN(Cc2ccn[nH]2)C1 (configuration not stated),-0.6,5,-3,i,-2,-6,-1,5,-4
CC(=O)c1ccc(OC(C)C)c(CSc2nc(O)cc(=O)[nH]2)c1,-1.1,3,3,i,-5,-4,-2,-16,-4
COC(=O)c1ccccc1NC(=O)NCc1ccc2c(c1)OCO2,0.3,14,1,i,-1,-1,-3,0,-10
Cc1nc2c(=O)n(-c3ccc(F)c(Cl)c3)nc(C)c2s1,0.5,5,3,i,1,0,1,-9,-2
CCOC(=O)c1cc2sc(C)cc2n1C(C)C(=O)OCC (configuration not stated),-0.5,0,-3,i,1,10,3,-5,-7
O=C(NCc1ccccc1F)c1cccc(S(=O)(=O)N2CCCCCC2)c1,-0.1,-6,3,i,5,1,1,-8,-7
O=C(NCc1ccc(F)cc1)c1cc2ccccn2n1,0.2,10,1,i,0,-9,-1,-1,-2
